Screening data (PubChem BioAssay)
H69AR growth 86K = growth inhibitors of human H69AR lung tumor cells; H69AR lung tumor viability, ATP luminescence, 72 h; active compounds read low; viability, % at 10 µM; actives 6% (n = 85,000); AID 598;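 active = viability at or below 40%; inactive = viability above 40%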;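 also: multidrug resistant small cell line overexpressing MRP-1 efflux transporter; 100% = mean luminescence of untreated control wells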
Fibroblast inh = blocks proliferation of human lung fibroblasts. AID 719. viability, % at 10 µM. actives 1.1% (n = 85,000). LL 47 human lung fibroblast viability, ATP luminescence; active compounds read low;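 active = viability at or below 50% in the single dose screen; inactive = viability above 50%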;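 also: compound exposure lasted 72 h before the ATP readout; 100% = median luminescence of untreated cell-only wells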
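Signal: luminescent ATP detection, CellTiter-Glo; assay system: LL 47 human lung fibroblasts; input: 1,150 cells/well; incubation: overnight cell rest, 72 h compound treatment at 37 °C; measure: % viability versus median cells-only luminescence; medium: IMEM growth medium with 15% fetal bovine serum; dosing: compound addition at 0.1% DMSO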
CD11b adhes enh = enhancers of human CD11b/CD18 binding to fibrinogen; P05107+P11215; K562 CD11b/CD18 adhesion to fibrinogen, ATPlite luminescence; actives 0.07% (n = 93,000); activation, % at 10 µM;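 active = 10 µM primary screen giving 50% or more activity, confirmed by 40% or more on retest at that dose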; also: strong numbers were not always called active
Mac1 fbg inh = blocks human CD11b/CD18 adhesion to fibrinogen | P05107+P11215 | K562 CD11b/CD18 adhesion to fibrinogen, ATPlite luminescence; Mn2+ added to activate the integrin | inhibition, % at 10 µM | actives 0.54% (n = 93,000) | AID 1497;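 active = primary inhibition of 50% or more at 10 µM, then 40% or more on retest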; also: some results filed as inactive read as strong as hits
CYP2C19 activ = cytochrome P450 2C19 (human) activation; 96,000 tested, under 10 active; recombinant CYP2C19, luciferin-H EGE luminescence; active compounds read high; 0 = fully inhibited enzyme, 1 = untreated enzyme; activation factor at 5 µM; P33261;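 active = activation factor of at least 2 at 5 µM in the primary screen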;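 also: 0 = wells with 2.5 mM tranylcypromine and 1 = vehicle-only wells; values of inactives mirror those of a sister screen read the other way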
Target sequence (P33261 whole entry, looked up): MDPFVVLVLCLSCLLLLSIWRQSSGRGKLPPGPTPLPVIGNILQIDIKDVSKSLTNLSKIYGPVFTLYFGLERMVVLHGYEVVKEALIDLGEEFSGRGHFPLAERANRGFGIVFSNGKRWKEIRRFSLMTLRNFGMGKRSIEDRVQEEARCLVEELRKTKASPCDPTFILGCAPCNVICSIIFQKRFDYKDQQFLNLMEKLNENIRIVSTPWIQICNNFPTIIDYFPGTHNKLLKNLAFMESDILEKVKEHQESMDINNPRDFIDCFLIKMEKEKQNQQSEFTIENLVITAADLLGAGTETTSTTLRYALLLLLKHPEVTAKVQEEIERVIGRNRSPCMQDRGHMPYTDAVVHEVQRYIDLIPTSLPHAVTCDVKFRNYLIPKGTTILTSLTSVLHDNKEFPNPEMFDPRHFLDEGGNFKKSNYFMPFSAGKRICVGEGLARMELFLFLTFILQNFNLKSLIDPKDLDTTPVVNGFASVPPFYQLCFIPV
HUVEC inhibit = human endothelial cell proliferation inhibition. actives 1.1% (n = 86,000). viability, % at 10 µM (by protocol). HUVEC proliferation, CellTiter-Glo luminescence, 72 h; active compounds read low;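 active = viability at or below 30%; inactive = viability above 30%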;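 also: 100% = median luminescence of DMSO-only cell control wells on each plate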
ERa SRC1 inh = blocks coactivator binding to human estrogen receptor alpha; inhibition, % at 25.6 µM; TR-FRET ER-alpha LBD / SRC-1 peptide, estradiol-bound; actives 1.7% (n = 86,000); P03372; in the data active = inhibition above about 50%;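 also: 0% = receptor plus peptide control and 100% = peptide only without receptor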
Target sequence (P03372 whole entry, looked up, the tested form may be a part): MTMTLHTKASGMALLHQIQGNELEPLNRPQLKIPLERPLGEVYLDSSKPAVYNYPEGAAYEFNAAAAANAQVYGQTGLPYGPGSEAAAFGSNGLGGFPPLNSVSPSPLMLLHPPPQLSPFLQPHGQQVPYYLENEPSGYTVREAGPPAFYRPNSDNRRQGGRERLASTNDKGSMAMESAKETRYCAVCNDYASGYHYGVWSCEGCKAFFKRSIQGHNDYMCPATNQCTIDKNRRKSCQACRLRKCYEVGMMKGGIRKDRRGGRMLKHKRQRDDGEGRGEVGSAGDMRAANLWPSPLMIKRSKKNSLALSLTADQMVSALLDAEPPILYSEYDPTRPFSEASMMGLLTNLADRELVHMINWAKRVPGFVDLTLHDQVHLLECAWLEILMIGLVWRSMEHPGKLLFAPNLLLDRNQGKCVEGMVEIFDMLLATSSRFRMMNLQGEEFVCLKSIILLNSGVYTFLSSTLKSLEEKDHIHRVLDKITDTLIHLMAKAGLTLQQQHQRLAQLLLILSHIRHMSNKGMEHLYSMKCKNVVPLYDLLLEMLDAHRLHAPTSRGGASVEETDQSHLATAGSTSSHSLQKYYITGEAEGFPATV
ERa coact pot = ER-alpha (human) coactivator binding potentiation; P03372; TR-FRET ERalpha-LBD/SRC-Cy5 coactivator binding, 2 h; 100 = basal binding, no effect; coactivator binding (% of control), % at 25.6 µM; actives 1.3% (n = 86,000); AID 639; in the data active = activity above about 200%;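 also: binding measured in presence of low estradiol as agonist stimulus; 0% = peptide alone without receptor and 100% = receptor with peptide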
CYP2C19 inhib = inhibitors of human CYP2C19; actives 21% (n = 96,000); inhibition, % at 5 µM; CYP2C19 Supersomes, luciferin-H EGE luminescence, 30 min; P33261; AID 778;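 active = CYP2C19 inhibition above a set limit at 5 µM in the primary screen, cut at about 50% in these data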;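 also: plate controls were negative control wells for no effect and 2.5 mM tranylcypromine positive control for full effect; values of inactives mirror those of a sister screen read the other way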
Starred values were filed as active, the others as inactive; · = no result given; [ ] = another dose, or the depositor's remark.

SMILES	H69AR growth 86K	Fibroblast inh	CD11b adhes enh	Mac1 fbg inh	CYP2C19 activ	HUVEC inhibit	ERa SRC1 inh	ERa coact pot	CYP2C19 inhib
CCOC(=O)N1CCN(S(=O)(=O)c2ccc(C(=O)Nc3sc4c(c3C#N)CCC4)cc2)CC1	28*	84	2	-8	0.6	47	6[fluorescence artefact?]	134	42
COc1ccccc1N1CC(C(=O)OCC(=O)c2ccc(F)cc2)CC1=O (stereo not drawn)	101	99	-4	-6	0.7	88	-2	121[fluorescence artefact?]	26
N#CC1=C(N)OC2=C(C(=O)CCC2)C12CCC1(CC2)OCCO1	112	103	4	1	0.9	101	-7	95[fluorescence artefact?]	5
CC1Sc2ccccc2N(CC(=O)N(C(C)C)C(C)C)C1=O (stereo not drawn)	89	93	1	4	0.7	91	-3	93[fluorescence artefact?]	26
Cc1cc(Cl)c(S(=O)(=O)N2CCSCC2)cc1OCC(=O)NC1CCCCC1	65	93	0	2	0.3	71	15	105	66*
COc1ccccc1NC(=O)CSc1nnnn1-c1ccc2c(c1)OCO2	94	98	-2	2	0.5	103	3	121	45
CCC(=O)Nc1c(-c2cccs2)c(=O)c2ccccc2n1C	87	98	-1	15	1	94	4	89	-1
CN1C(=O)C(CC(=O)Nc2ccc3c(c2)Cc2ccccc2-3)N(C)C1=O (stereo not drawn)	87	90	-2	1	0.9	84	-8	99	14
CCN(C(=O)Cn1c(=O)n2nc(CCn3nc(C)cc3C)nc2c2ccccc21)c1cccc(C)c1	75	95	-2	37	0.8	80	1	146	25
O=C(COC(=O)c1ccco1)Nc1ccccc1	103	93	0	-8	0.4	98	-3	111	58*
Nc1nc2ccccc2n1CCN1CCCC1	81	100	-2	-2	1.1	97	-11	138	-7
O=C(O)C1C2C=CC(CC2)C1C(=O)O (stereo not drawn)	109	92	-3	-2	1.1	88	11	198	-8
COc1ccccc1-c1nnn(CC#N)n1	80	102	-1	-3	1.1	102	7	83[fluorescence artefact?]	-8
CCOC(=O)N1CCC(Nc2c(NCCCN(CC)CC)c(=O)c2=O)CC1	95	100	-2	-12	1.1	107	-12	113	-5
COc1ccc(C2C(C#N)=C(N)OC3=C2C(=O)CCC3)c(OC)c1OC (stereo not drawn)	94	99	-2	-2	0.8	89	-1	106	20
O=C1CCCC(O)=C1C1NCCc2ccccc21 (stereo not drawn)	97	98	5	-39	0.9	99	8	108	6
Cc1ccc(/C=N/NC(=O)C2=NNC(c3ccccc3)(c3ccccc3)C2)c(O)c1	41	19*	·	·	·	25*	22	92	·
O=C(Nc1ccccc1-c1ccccc1)NC1CCN(CC(=O)N2CCOCC2)CC1	·	·	-1	-6	1	·	·	·	-1
CSc1ccc(N2C(=O)NC3(CCCCC3)C2=O)cc1	95	103	7	-11	0.3	109	-10	92	70*
O=C(c1ccccc1Sc1cccc2ccccc12)N1CCOCC1	101	91	·	·	·	110	-8	105	·
CCCCOc1ccc(C(=O)N2CCCCCC2)cc1	74	103	6	-40	1	106	-24	103	4
Cc1cc(C(=O)CSc2nnc(-c3ccc(OC(F)F)cc3)o2)c(C)n1Cc1cccs1	105	91	35	3	0.7	83	55*[fluorescence artefact?]	150[fluorescence artefact?]	31
O=C(/C=C/c1cccc(C(F)(F)F)c1)Nc1cccc(C(F)(F)F)c1	·	·	-8	101	0.9	·	·	·	10
S=C(Nc1cccc2ccccc12)NN1CCOCC1	·	·	-2	-6	0.2	·	·	·	75*
O=C(CC1COc2ccccc2O1)NCCc1ccccc1 (stereo not drawn)	94	101	·	·	0.5	90	-3	81	54*
O=C(NCc1ccccn1)c1ccc(Cl)s1	113	107	-1	-6	0.7	102	-11	97[fluorescence artefact?]	26
Cc1cc(=O)n(CCCO)c(O)c1C#N	88	98	-5	-3	1	102	-2	112	1
CC(=O)c1noc(C)c1C(=O)Nc1nccs1	105	93	-2	-16	0.9	100	15	102	9
COc1ccccc1Nc1nc2c(s1)CCC2	82	100	-1	-4	0.9	89	-4	99[fluorescence artefact?]	6
COc1ccc(-c2ccc(-c3noc(-c4ccncc4)n3)c(OC)n2)cc1	93	105	·	·	·	98	60*	107	·
O=C(Nc1ccc2c(c1)CCC2)c1cc2ccccc2o1	·	·	-3	20	0.8	·	·	·	16
CCc1cc2c3c(c(=O)oc2cc1O)CCCC3	86	98	-4	7	0.4	99	-26	77	62*
CCOc1ccc(OCc2ccc(C(=O)Nc3cccc(C)n3)o2)cc1	95	101	1	8	0.6	104	10	84[fluorescence artefact?]	36
CC(=O)c1cccc(NC(=O)NC2CC3CCCC(C2)N3CC(C)C)c1 (stereo not drawn)	93	99	·	·	·	86	1[fluorescence artefact?]	95	·
COc1ccc(C(=O)Oc2ccc3oc(=O)sc3c2)cc1	86	98	1	-3	1.1	82	11	104	-5
O=C(COc1ccccc1)Nc1cccc2nsnc12	69	96	-3	-6	0.5	97	6	131[fluorescence artefact?]	53*
Cn1c(=O)c2c(ncn2CC(=O)N2CCN(c3cccc(Cl)c3)CC2)n(C)c1=O	76	98	-2	-3	0.9	96	-4	87	9
Cc1cccc(C)c1OC(=O)CSc1nnc(-c2ccccc2)o1	98	114	·	·	·	105	0	134	·
O=C(O)c1cc2c(ccc3ccccc32)o1	·	·	-9	7	1.2	·	·	·	-20
C/C(=C1/SC(N2CC(C)OC(C)C2)=NC1=O)c1ccccc1 (stereo not drawn)	95	96	-4	-1	0.7	88	3	100	31
Cn1cc(C(=O)Nc2ccc(F)c(F)c2)cn1	·	·	-2	-4	1.1	·	·	·	-6
CC(C)CCOC(=O)C1C(c2ccccc2)C(C(=O)O)C1c1ccccc1 (stereo not drawn)	90	96	-4	-2	0.4	94	-10	87	59*
Cc1cc(=O)oc2n[nH]c(-c3ccccc3)c12	86	99	-1	-1	1	82	-15	108	4
COc1ccc2oc(=O)c(C(=O)N3CCN(c4ccccc4F)CC3)cc2c1	108	96	·	·	0.9	109	1	94	10
CCOC(=O)N1CCN(C(=O)C(CC(C)C)NC(=O)C2CCCCC2)CC1 (stereo not drawn)	100	98	-1	-12	1	107	-6	125	-1
Cc1cc(C)n(-c2nc3sc4c(c3c(=O)[nH]2)CCCC4)n1	28*	51	-1	14	0.9	53	8[fluorescence artefact?]	110[fluorescence artefact?]	8
COc1ccc(CCN(Cc2cc3cccc(C)c3[nH]c2=O)C(=O)N2CCCC2)cc1OC	97	100	5	-28	0.8	95	-8	102	16
COC(=O)Cn1cnc2sc(C)c(S(=O)(=O)N3CCN(c4ccccc4OC)CC3)c2c1=O	90	108	-8	-2	0.7	108	3[fluorescence artefact?]	87[fluorescence artefact?]	27

A section of the results above:
SMILES	H69AR growth 86K	Fibroblast inh	CD11b adhes enh	Mac1 fbg inh	CYP2C19 activ	HUVEC inhibit	ERa SRC1 inh	ERa coact pot	CYP2C19 inhib
CCOC(=O)N1CCC(Nc2c(NCCCN(CC)CC)c(=O)c2=O)CC1	95	100	-2	-12	1.1	107	-12	113	-5
COc1ccc(C2C(C#N)=C(N)OC3=C2C(=O)CCC3)c(OC)c1OC (stereo not drawn)	94	99	-2	-2	0.8	89	-1	106	20
O=C1CCCC(O)=C1C1NCCc2ccccc21 (stereo not drawn)	97	98	5	-39	0.9	99	8	108	6
Cc1ccc(/C=N/NC(=O)C2=NNC(c3ccccc3)(c3ccccc3)C2)c(O)c1	41	19*	·	·	·	25*	22	92	·
O=C(Nc1ccccc1-c1ccccc1)NC1CCN(CC(=O)N2CCOCC2)CC1	·	·	-1	-6	1	·	·	·	-1
CSc1ccc(N2C(=O)NC3(CCCCC3)C2=O)cc1	95	103	7	-11	0.3	109	-10	92	70*

Following part
SMILES	H69AR growth 86K	Fibroblast inh	CD11b adhes enh	Mac1 fbg inh	CYP2C19 activ	HUVEC inhibit	ERa SRC1 inh	ERa coact pot	CYP2C19 inhib
COc1ccccc1-c1nnc(SCC(=O)Nc2ccc(Cl)cc2Cl)o1	84	97	-3	-11	0.5	98	3	112	46
O=C(NN=C1C2CC3CC(C2)CC1C3)c1cccs1	102	100	-4	9	1	92	-1	100	2
CCNc1nc(N)nc(Oc2ccc(OCc3ccccc3)nn2)n1	89	84	·	·	0.2	90	19	89	76*
CCCCCc1nc(N)c(C#N)c(-c2ccco2)c1CCCC	80	83	-3	1	1.1	116	11	94	-12
CCOc1ccc(-c2nnn(CC(=O)N3CCCC3)n2)cc1OCC	83	98	·	·	·	90	-22	109	·
COc1ccc(OC)c(NS(=O)(=O)c2cccs2)c1	103	100	·	·	·	103	-10	95[fluorescence artefact?]	·
Cc1cc(C)n(/N=C/c2cccc(O)c2)c(=O)c1C(N)=O	96	102	0	-6	1.2	105	3	113	-16
CCc1nnc(NC(=O)[C@@H](NC(=O)c2cccc(S(=O)(=O)N3CCOCC3)c2)C(C)C)s1	95	102	-2	-5	0.9	95	2	105	10
CN(C)c1ccc(C(c2nnnn2C(C)(C)C)N2CCN(C(=O)c3ccco3)CC2)cc1 (stereo not drawn)	94	100	2	-1	0.4	89	11	105	61*
CN(c1ccc(C(=O)N2CCN(Cc3ccc4c(c3)OCO4)CC2)cc1)S(=O)(=O)c1ccccc1	96	94	-4	17	0.2	86	2	93	79*
CN(C)c1ccc(NC(=O)CN2CCN(CC(=O)Nc3ccc(F)cc3)CC2)cc1	101	96	4	-32	0.9	98	16[fluorescence artefact?]	64[fluorescence artefact?]	13
CCOC(=O)CSc1nnc(C2CCCCC2)n1C	94	98	2	-4	1.1	86	-33	103	-6
O=C(CSc1n[nH]c(-c2cccnc2)n1)Nc1ccnc2ccccc12	85	98	-5	-5	0.8	94	5[fluorescence artefact?]	92	15
CCCN1CCN(C(=O)CCCNC(=O)Cn2cnc3sc(C)c(C)c3c2=O)CC1	·	·	-2	-4	1	·	·	·	-3
CC(C)C(=O)Nc1cccc(-c2cn3ccsc3n2)c1	90	103	1	-6	1	103	-5	106	-3
OC1CCCN(Cc2c3ccccc3cc3ccccc23)C1 (stereo not drawn)	·	·	0	-36	0.6	·	-8[fluorescence artefact?]	115	37
CC(=O)N1CC=C2C(C#N)=C(N)C(C#N)(C#N)C(C)C2C1 (stereo not drawn)	91	103	-3	-2	1	95	-7	109	0
O=C(c1ccc2ccccc2c1)c1c[nH]cc1-c1ccccc1	47	96	·	·	·	89	13	121	·
CCCOc1ccc(C(CC(=O)O)NC(=O)C23CC4CC(CC(C4)C2)C3)cc1 (stereo not drawn)	99	99	-3	2	1	94	0[fluorescence artefact?]	115	-1
COC(=O)CN(c1ccc(C)c(Cl)c1)S(C)(=O)=O	89	97	0	27	0.5	90	-2	96[fluorescence artefact?]	54*
CC(C)(C)C1CCc2onc(C(=O)Nc3ccc(F)cc3F)c2C1 (stereo not drawn)	89	96	4	6	0.4	90	2	113	63*
O=C(O)c1cccc2c1C(=O)N(C1CCCCC1)C2	89	107	-2	-4	1.2	101	22	64	-19
O=C(c1cnn2ccccc12)N1CCc2ccccc21	90	91	-1	5	0.7	94	0	89	25
CC(C)(C)Nc1nc(SCc2ccccc2)nc(N2CCOCC2)n1	96	61	-2	36	0.3	93	-8	125	75*
COC(=O)c1[nH]c2ccc(C)cc2c1NC(=O)CN1CCN(c2ccc(F)cc2)CC1	72	88	-3	4	1	96	-44	100	-5
CCCOC(=O)c1ccc(OC(=O)c2ccco2)cc1	101	100	-3	0	0.9	98	-3	85	12
COc1ccc(OC)c(C2C(C(C)=O)=C(O)C(=O)N2Cc2cccnc2)c1 (stereo not drawn)	101	98	2	-2	1.1	101	-9	100	-9
COc1ccccc1/C=C/C=N/N1CCN(Cc2cccc3ccccc23)CC1	·	·	-2	-8	0.9	·	·	·	6
